M4 antag = CHRM4 antagonism in calcium assay | P08173 | CHO-hM4 cells, ACh EC80, Fluo-8 calcium fluorescence | inhibition, % at 3 µM | 0.73% of 360,000 active;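 active means inhibition above its plate's cutoff, the mean inhibition of sample wells plus 3 SD, cut at about 27% in these data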;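 further: 0% = acetylcholine EC80 with DMSO and 100% = DMSO without agonist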
Target sequence (P08173 whole entry, looked up): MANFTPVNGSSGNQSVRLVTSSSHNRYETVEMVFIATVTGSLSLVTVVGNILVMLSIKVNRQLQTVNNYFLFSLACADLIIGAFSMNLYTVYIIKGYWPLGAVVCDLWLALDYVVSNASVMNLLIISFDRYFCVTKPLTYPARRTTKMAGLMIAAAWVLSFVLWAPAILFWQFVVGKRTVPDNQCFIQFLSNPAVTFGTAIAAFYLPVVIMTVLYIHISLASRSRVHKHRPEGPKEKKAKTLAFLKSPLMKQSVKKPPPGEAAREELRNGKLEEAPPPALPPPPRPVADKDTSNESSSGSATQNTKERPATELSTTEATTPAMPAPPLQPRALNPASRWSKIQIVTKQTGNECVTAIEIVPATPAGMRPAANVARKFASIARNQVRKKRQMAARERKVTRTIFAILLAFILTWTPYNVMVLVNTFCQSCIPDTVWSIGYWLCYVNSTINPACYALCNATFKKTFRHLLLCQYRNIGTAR
CHO-K1 Ca antag = nonselective inhibitor or artifact in parental CHO-K1 cells; ATP-induced calcium, Fluo-8 fluorescence; inhibition, % at 3 µM; 0.6% of 360,000 active; AID 602250;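 active means inhibition above a per-plate cutoff, the plate's mean sample inhibition plus 3 SD, cut at about 24% in these data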;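 further: 0% = DMSO plus EC80 ATP and 100% = DMSO alone without ATP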
CHO-K1 Ca PAM = M1 PAM counterscreen hit in parental CHO-K1 cells; ATP EC20, Fluo-8 calcium fluorescence; 0% at ATP EC20, 100% at ATP max; activation, % at 3 µM; 0.02% of 360,000 active; AID 602247;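 active means activation above the run cutoff, the mean activation of all test compounds plus 3 SD, cut at about 40% in these data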;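 further: peak over basal fluorescence ratio in a 140 s read after ATP addition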
M5 PAM = positive allosteric modulators of human muscarinic M5 receptor; P08912; CHO-K1 hM5, Fluo-8 calcium, ACh EC20 PAM; 0% = ACh EC20, 100% = ACh EC100; activation, % at 3 µM; 0.3% of 360,000 active;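 active means activation above the run cutoff, the mean activation of all test compounds plus 3 SD, cut at about 18% in these data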
Target sequence (P08912 whole entry, looked up): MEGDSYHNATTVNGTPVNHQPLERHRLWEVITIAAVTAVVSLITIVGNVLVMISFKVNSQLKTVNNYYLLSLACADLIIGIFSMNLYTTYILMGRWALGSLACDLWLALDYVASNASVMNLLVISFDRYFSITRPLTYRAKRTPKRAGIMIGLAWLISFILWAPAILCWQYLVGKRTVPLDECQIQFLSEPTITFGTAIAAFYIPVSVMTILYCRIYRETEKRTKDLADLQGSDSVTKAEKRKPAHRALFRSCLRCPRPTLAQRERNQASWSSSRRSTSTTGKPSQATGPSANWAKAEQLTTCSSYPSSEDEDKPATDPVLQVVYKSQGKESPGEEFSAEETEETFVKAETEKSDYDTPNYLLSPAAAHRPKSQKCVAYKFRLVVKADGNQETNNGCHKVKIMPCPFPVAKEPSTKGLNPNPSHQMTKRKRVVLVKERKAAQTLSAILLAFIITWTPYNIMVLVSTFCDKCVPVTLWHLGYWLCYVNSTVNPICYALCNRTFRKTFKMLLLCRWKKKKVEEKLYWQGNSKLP
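Assay system: CHO-K1 hM5 cells / Incubation: Fluo-8 loading 80 min at 37 °C plus 30 min room temperature / Technique: Fluo-8 calcium dye fluorescence, kinetic read / Repeats: single replicate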
M4 PAM = CHRM4 positive allosteric modulation; P08173; CHO-K1 hM4/Gqi5, Fluo-8 calcium fluorescence, ACh EC20; 0% = ACh EC20, 100% = maximal ACh; 0.4% of 360,000 active; activation, % at 3 µM;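 active means activation above its plate's cutoff, the mean activation of sample wells plus 3 SD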; further: some results filed as inactive read as strong as hits
M1 ag parental = nonselective activator or artifact in parental CHO-K1 cells; Fluo-8 calcium fluorescence; scaled to maximal ATP response, vehicle zero; activation, % at 3 µM; 0.48% of 360,000 active; in the data active means activation above about 15%;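 further: untransfected CHO-K1 host cells lacking M1 receptor as counterscreen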
M5 antag = blocks acetylcholine activation of human M5 receptor; P08912; CHO-hM5 cells, Fluo-8 calcium fluorescence, ACh EC80; inhibition, % at 3 µM; 0.59% of 360,000 active;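 active means inhibition above a per-plate cutoff, the mean of that plate's test compounds plus 3 SD, cut at about 27% in these data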;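 further: 0% = acetylcholine EC80 with DMSO and 100% = DMSO without agonist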
M4 ag = CHRM4 agonism in calcium assay; CHO-K1 hM4/Gqi5, Fluo-8 calcium fluorescence; vehicle 0%, full acetylcholine response 100%; 0.14% of 360,000 active; AID 624127; activation, % at 3 µM;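 active means activation above the run mean over all test wells plus 3 SD, cut at about 32% in these data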;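 further: peak over basal fluorescence ratio per well then scaled between controls; 0% = DMSO wells and 100% = acetylcholine at EC100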
M5 ag = CHRM5 agonism in calcium assay; P08912; activation, % at 3 µM; AID 624037; 0.19% of 360,000 active; CHO-K1 hM5 cells, Fluo-8 calcium fluorescence; 0% DMSO wells, 100% maximal acetylcholine response;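 active means activation above the run's mean over test compounds plus 3 SD, cut at about 23% in these data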;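 further: signal is peak over basal fluorescence ratio across the kinetic read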
Starred values were filed as active, the others as inactive.

SMILES	M4 antag	CHO-K1 Ca antag	CHO-K1 Ca PAM	M5 PAM	M4 PAM	M1 ag parental	M5 antag	M4 ag	M5 ag
CC(=O)C1CCC2C3CCC4=CC(=O)CCC4(C)C3C(O)CC12C (centres undefined)	-12.1	-18.5	22.4	-3.0	-4.4	0.5	-9.2	3.4	1.2
CSCCC(NC(=O)c1cccc(S(=O)(=O)N2CCOCC2)c1)c1nc2ccccc2[nH]1 (centres undefined)	-7.7	0.2	-16.0	8.8	0.7	0.2	-4.9	2.4	-1.0
COc1ccc(NC(=O)CN(C)S(=O)(=O)c2ccccc2)cc1	4.5	-6.8	13.6	-5.6	-2.9	1.3	2.7	1.9	-1.2
CC1CCCCN1C(=O)CSc1nnc(-c2ccccc2O)o1 (centres undefined)	-2.5	-14.1	-8.2	-6.0	-5.7	2.3	13.9	0.9	-1.9
Cc1csc2ncc(C(=O)Nc3ccccc3F)c(=O)n12	-14.8	-5.5	10.3	-0.8	10.2	-0.2	-3.0	2.2	0.9
COc1ccc(OCC(=O)NC2CCCc3ccccc32)cc1 (centres undefined)	-8.8	-14.4	0.5	4.1	-7.8	1.3	-10.2	0.6	-5.6
CCCc1cc(C(=O)N2CCN(c3ccc(C(F)(F)F)cn3)CC2)sc1C	6.2	-2.8	-6.5	-5.8	-2.9	4.3	3.6	7.8	-3.6
COc1cc(C(=O)Nc2ccc(-c3nc4cc(C)ccc4o3)c(O)c2)cc(OC)c1OC	9.4	-10.3	6.1	0.4	-5.5	-0.1	-0.7	1.4	2.6
O=C(CCC(=O)Nc1ccccc1Cl)NNC(=S)Nc1ccccc1C(F)(F)F	2.7	-18.2	20.7	0.6	3.6	1.1	-2.1	0.6	-6.7
COc1cc(C(=O)N[C@@H](C)C(=O)NCc2ccco2)cc(OC)c1OC	-3.1	-7.7	-9.6	9.1	19.6	-0.3	-7.8	2.0	5.8
Cc1ccc(-n2nnnc2SCC(=O)c2c(N)n(C3CC3)c(=O)[nH]c2=O)cc1	4.1	-12.3	-7.9	0.6	2.2	0.2	11.4	0.4	1.2
O=C(Cn1[nH]c(=O)c2ccccc2c1=O)NC1CCCCCC1	-5.9	-11.3	20.1	1.9	-2.6	0.1	2.6	0.1	-3.5
Cc1ccccc1-c1nc(P(=O)(c2ccccc2)c2ccccc2)c(N2CCOCC2)o1	-10.2	10.6	-15.0	7.5	-6.5	-0.2	6.2	-1.6	5.3
Cc1ccc(OCC(=O)Nc2ccc(O)c(C(=O)O)c2)cc1C	2.4	-12.9	12.6	-3.3	7.6	-0.1	1.9	-0.5	4.3
CCOC(=O)C(C)(C)N(Cc1ccc(C)cc1)S(=O)(=O)c1ccc(Cl)c([N+](=O)[O-])c1	1.2	-11.0	23.6	4.0	-7.8	1.3	-4.5	-1.0	-3.9

In another format: entries from further up
> COc1cc(C(=O)N[C@@H](C)C(=O)NCc2ccco2)cc(OC)c1OC
  M4 antag: -3.1
  CHO-K1 Ca antag: -7.7
  CHO-K1 Ca PAM: -9.6
  M5 PAM: 9.1
  M4 PAM: 19.6
  M1 ag parental: -0.3
  M5 antag: -7.8
  M4 ag: 2.0
  M5 ag: 5.8
> Cc1ccc(-n2nnnc2SCC(=O)c2c(N)n(C3CC3)c(=O)[nH]c2=O)cc1
  M4 antag: 4.1
  CHO-K1 Ca antag: -12.3
  CHO-K1 Ca PAM: -7.9
  M5 PAM: 0.6
  M4 PAM: 2.2
  M1 ag parental: 0.2
  M5 antag: 11.4
  M4 ag: 0.4
  M5 ag: 1.2
> O=C(Cn1[nH]c(=O)c2ccccc2c1=O)NC1CCCCCC1
  M4 antag: -5.9
  CHO-K1 Ca antag: -11.3
  CHO-K1 Ca PAM: 20.1
  M5 PAM: 1.9
  M4 PAM: -2.6
  M1 ag parental: 0.1
  M5 antag: 2.6
  M4 ag: 0.1
  M5 ag: -3.5

(continued)
SMILES	M4 antag	CHO-K1 Ca antag	CHO-K1 Ca PAM	M5 PAM	M4 PAM	M1 ag parental	M5 antag	M4 ag	M5 ag
CC1CCc2nn(CC(=O)NCCCN3CCOCC3)cc2C1 (centres undefined)	-0.6	1.3	15.9	-2.1	3.8	0.6	0.1	0.5	-0.8
Nc1ccccc1-c1nc2ccccc2s1	6.4	-10.4	15.1	3.5	9.8	0.7	6.7	-1.7	-3.3
O=[N+]([O-])c1cc(-n2cnnn2)ccc1N1CCC(Cc2ccccc2)CC1	25.3	24.7*	-3.4	-11.8	-12.2	-0.3	4.7	-0.5	0.2
COc1cccc(CNC(=O)C(=O)NCCC2CCCCN2S(=O)(=O)c2ccccc2)c1 (centres undefined)	0.2	1.4	5.2	0.0	-6.0	1.7	7.1	3.4	-0.7
CCN(CC)CCCNc1ncnc2ccccc12	0.9	-20.2	3.8	0.8	5.6	0.2	4.9	1.2	-4.6
CC(C)(C)NC(=O)CCc1ncc(C(F)(F)F)cc1Cl	-9.2	17.2	-13.0	-2.9	13.0	0.1	-19.8	1.2	-0.5
COC(=O)c1ccc(N2CCN(C(C)=O)CC2)c(NC(=O)c2cccnc2)c1	0.4	-6.4	-0.2	6.9	1.4	0.5	-4.6	1.0	1.3
Cc1cc(NC(=O)CSc2nc3c(c(=O)n(C)c(=O)n3C)n2C(C)C)no1	3.9	-4.7	9.1	0.5	-0.2	0.9	-3.0	1.6	1.0
O=C(N/N=C/c1cn(-c2ccccc2)nc1-c1cccnc1)c1ccccc1	0.9	0.3	10.9	-14.9	3.0	4.0	16.0	8.1	0.8
COc1ccc(-c2ccc(SCC(=O)N3CCCC3)nn2)cc1OC	-10.6	-4.2	3.6	0.6	11.0	0.7	-0.3	2.9	1.6
COc1ccc(NS(=O)(=O)c2cccc3nsnc23)cc1Cl	-0.3	-9.8	10.0	-3.2	-4.4	6.6	-0.1	4.5	-2.5
CC(C)(NC(=O)N1CCOCC1)c1cccc(C(C)(C)NC(=O)N2CCOCC2)c1	-2.9	-9.0	25.6	6.0	12.7	0.2	2.3	-0.2	-3.6
COc1ccc(C)cc1NC(=O)CC(O)(C(F)(F)F)C(F)(F)F	7.6	-4.7	15.7	0.6	-4.3	0.0	-1.7	-2.7	-3.2
Cc1cccc(-c2oc3ccc(-c4ccc5c(c4)OCO5)cc3c2C#Cc2cncn2C)c1	14.1	-9.9	-11.8	-2.9	6.7	0.0	2.4	1.2	0.8
COc1ccc(N2CCN(C(=O)c3ccc(OCC4CCCO4)cc3)CC2)cc1 (centres undefined)	8.1	-0.4	4.9	-5.9	0.7	0.6	-3.0	1.4	-5.6

As a working copy, four of the compounds above.
SMILES	M4 antag	CHO-K1 Ca antag	CHO-K1 Ca PAM	M5 PAM	M4 PAM	M1 ag parental	M5 antag	M4 ag	M5 ag
Nc1ccccc1-c1nc2ccccc2s1	6.4	-10.4	15.1	3.5	9.8	0.7	6.7	-1.7	-3.3
O=[N+]([O-])c1cc(-n2cnnn2)ccc1N1CCC(Cc2ccccc2)CC1	25.3	24.7*	-3.4	-11.8	-12.2	-0.3	4.7	-0.5	0.2
COc1cccc(CNC(=O)C(=O)NCCC2CCCCN2S(=O)(=O)c2ccccc2)c1 (centres undefined)	0.2	1.4	5.2	0.0	-6.0	1.7	7.1	3.4	-0.7
CCN(CC)CCCNc1ncnc2ccccc12	0.9	-20.2	3.8	0.8	5.6	0.2	4.9	1.2	-4.6

Later entries
SMILES	M4 antag	CHO-K1 Ca antag	CHO-K1 Ca PAM	M5 PAM	M4 PAM	M1 ag parental	M5 antag	M4 ag	M5 ag
c1cncc(Cc2cc3ccccc3[nH]2)c1	0.0	-1.4	8.1	-3.1	-17.8	0.7	-3.6	0.7	-5.2
Cc1ccc(OCCn2cccn2)c(C)c1	-2.4	-3.1	-1.6	-4.5	-7.5	-0.3	-5.0	0.8	-2.0
Cc1ccc(Oc2ccc(OCC(=O)NC(C)C(=O)O)cc2)cc1 (centres undefined)	-4.0	-15.5	7.6	2.2	4.9	-0.1	-6.8	2.1	0.3
Cc1ccc(/C=C2\SC(=S)N(CCC(=O)N3CCOCC3)C2=O)cc1	4.8	-16.2	19.9	-3.1	1.2	3.0	10.4	0.6	-5.1
CCOC(=O)C1=C(N)n2c(s/c(=C\c3cccnc3)c2=O)=C(C#N)C1c1cccnc1 (centres undefined)	-5.7	-10.5	21.5	-7.1	1.5	1.2	9.9	0.9	0.9
O=C(CSc1nnc(SCc2ccccc2Cl)s1)N/N=C/c1ccc(C(=O)O)cc1	2.8	-15.2	15.6	2.8	3.9	-0.1	2.3	0.2	-0.9
COC(=O)c1ccc(NC(=S)NCCc2ccccc2C)cc1	8.1	7.0	5.5	-15.4	-15.0	12.0	21.6	14.1	5.9
CCc1ccc(OCC2c3cc(OC)c(OC)cc3CCN2C(=S)NC)cc1 (centres undefined)	7.4	-10.7	7.8	-1.8	-1.4	2.6	13.1	4.9	-4.7
CCOC(=O)c1c(Cc2ccccc2)c[nH]c1C	-1.3	-13.3	18.5	3.9	1.3	0.4	6.2	-2.7	-8.9
N#Cc1cccnc1Oc1ccccc1	-9.2	-3.1	16.8	2.7	-6.2	0.7	4.7	0.1	-0.9
CC(C)=C(NC(=O)c1ccccc1)C(=O)NC(Cc1ccccc1)C(=O)O (centres undefined)	-12.9	-14.8	-6.9	6.6	6.7	0.1	-4.6	2.8	-1.7
CC(=O)Nc1ccc(S(=O)(=O)NC2CC(=O)N(c3ccc(C)c(C)c3)C2)cc1 (centres undefined)	3.4	-13.2	15.2	-7.2	4.7	0.9	1.3	1.3	3.0
CC1CCN(C(c2ccc(N(C)C)cc2)c2nnnn2C(C)(C)C)CC1 (centres undefined)	-7.8	-11.0	12.6	3.6	4.8	0.2	0.8	0.1	-1.9
COc1ccc(CN2CCNC(=O)C2CC(=O)NCCCn2cccn2)c(OC)c1 (centres undefined)	5.3	5.3	9.5	6.2	2.8	-0.2	-9.3	0.7	-2.3
O=C(c1noc2c1CCCC2)N1CCCC(N2CCN(c3ccccc3F)CC2)C1 (centres undefined)	3.8	-21.8	21.1	-0.1	-1.8	0.7	12.2	0.3	-1.7
COc1ccc(C2=Nn3c(nnc3-c3ccccc3OC)SC2)cc1OC1CCCC1	-15.9	11.8	-14.5	-19.6	-4.8	-0.7	9.9	-1.4	-11.1
CN(C)S(=O)(=O)c1ccc(C(=O)Nc2cccc(C(=O)O)c2)cc1	-21.7	-5.6	9.7	-2.7	15.2	0.3	-5.0	1.1	-2.4
COC(=O)C1=C(CS(=O)(=O)c2ccc(OC)c(OC)c2)NC(=O)NC1c1ccc(O)c(OC)c1 (centres undefined)	-7.8	-6.7	0.9	-1.1	3.8	2.9	1.7	1.1	-0.1
CC(C)(C)c1ccc(COn2c(=O)c(-c3ccco3)[n+]([O-])c3ccccc32)cc1	15.3	9.9	4.3	-4.7	3.0	1.5	0.4	3.3	-1.8
CC(=O)Oc1ccccc1N(C(C)=O)S(=O)(=O)c1ccc(C)cc1	0.9	6.2	11.5	-1.6	-1.5	0.5	3.3	0.3	-0.4
CCOc1cc(/C=C\[N+](=O)[O-])ccc1OCC(=O)Nc1ccccc1C	9.2	-2.0	11.0	0.4	4.7	0.6	14.7	1.1	7.5
Cc1cc(C)c2sc(N)nc2c1	-0.2	-5.8	3.1	-8.1	-11.0	4.5	6.8	15.0	-1.3
Cc1ccc(C)c(S(=O)(=O)N2CCN(C(=O)Cc3ccc(S(=O)(=O)N4CCOCC4)s3)CC2)c1	1.8	5.5	-16.7	-9.1	-8.0	2.0	7.7	7.3	-3.8
CS(=O)(=O)N(CC(=O)NCc1ccc2c(c1)OCO2)Cc1ccc(Cl)cc1	-3.8	4.1	-3.5	-3.5	-0.4	0.8	5.1	3.3	-2.4
O=C(Nc1ccccc1Cl)N1CCN(c2ccc3nncn3n2)CC1	-6.1	9.3	9.5	-8.8	2.5	0.2	3.1	0.8	0.4
COc1cccc(C(=O)Nc2cccc(OC(C)=O)c2)c1	-15.2	-3.4	-6.5	8.3	7.9	-0.2	1.3	0.7	4.2
